# K1F lysis inhibition: protection from phage-mediated lysis, alamar blue read-out – E. coli UTI89, K1F phage, bacterial capsule biogenesis inhibitors (AID 488966) | E. coli UTI89 K1F phage lysis, alamar blue, 2 h; higher % means a stronger effect | inhibition, % at 100 µM, or IC50 in µM where a hit was titrated | 340,000 compounds, 0.02% hits;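 active = phage lysis inhibition, versus mean bacterial control, above a set limit; inconclusive = no clear call, values can overlap the other calls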;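 note: capsule biogenesis inhibitors block K1F phage lysis so surviving cells raise fluorescence; higher fluorescence means more inhibition of phage lysis; actives were called in the ten point dose series up to 300 µM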
# Dynein transport: blocks dynein driven cargo transport along microtubules. 3617.4 mouse cells, GR-EGFP nuclear translocation imaging; test concentration mostly 20 µM; stimulated with dexamethasone, 1 µM; hits give low values. z-score, hits read low. 220,000 compounds, 0.47% hits. AID 1381;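 active = plate z-score of nuclear minus cytoplasmic receptor signal below a set negative limit, without overly bright fluorescence or cell loss, cut at about -3.5 in these data, passing the limit was not always enough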;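 note: z-score of nuclear minus cytoplasmic ring GR-EGFP intensity difference per well; some compounds called inactive have numbers as strong as hits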
#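 Schedule: 48 h induction, then 1 h compound, then 30 min agonist, 37 °C. Buffer or medium: tetracycline-free induction medium containing charcoal-stripped FBS. Reagent: 1.0 µM final dexamethasone stimulus. Evaluation: nuclear versus cytoplasmic GR-EGFP signal, averaged per well. Signal: high-content fluorescence imaging after fixation.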
# P. falciparum M1AAP: P. falciparum M1AAP inhibitors, biochemical, fluorogenic H-Leu-NHMec substrate, 1536-well (AID 1445); recombinant M1AAP, H-Leu-NHMec fluorogenic kinetic assay; higher % means a stronger effect; inhibition, % at 30 µM; hits with a dose series show IC50 in µM; 220,000 compounds, 0.42% hits;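 active = primary inhibition above the hit cutoff, then over 50% inhibition at one or more dose response concentrations, cut at about 23% in these data, passing the limit was not always enough; inconclusive = conflicting primary data, or primary hits not chosen for dose response; inactive = low primary inhibition, or under 50% at every dose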;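 note: plate controls were DMSO full reaction for no effect and no enzyme background for full effect; strong numbers were not always called active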
# Autophagy HCS: modulators of autophagy | MEF GFP-LC3 puncta imaging; test concentration mostly 10 µM | calls only at 10 µM (by protocol) | 190,000 compounds, 0.98% hits;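 active = percentage of spot-positive cells more than 3 SD above its plate mean, without a fluorescence outlier flag or 80% toxicity; inconclusive = no clear call, values can overlap the other calls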;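 note: spot-positive cell cutoff set from DMSO-treated cells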
# ER stress rescue: rescue of cells from ER stress-induced death, primary screen, 384-well, CSM14.1, thapsigargin, ATP luminescence (AID 1222); 190,000 tested, under 10 active; one-dose cellular ATP content (survival), % at 20 µM; EC50 in µM for titrated hits; CSM14.1 thapsigargin-induced death rescue, ATP luminescence; higher % means a stronger effect;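 active = EC50 below 50 µM in the dose-response confirmation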;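 note: death triggered by thapsigargin at about 15 µM added after 2 h compound pretreatment; cell ATP read after overnight thapsigargin exposure of roughly 18 to 22 hours; normalized against plate controls of thapsigargin alone and 5% DMSO vehicle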
# b-catenin transl: beta-catenin nuclear translocation modulation. AID 1665. 190,000 compounds, 0.3% hits. nuclear translocation activity, % at 5 µM. HeLa beta-catenin nuclear translocation, immunofluorescence imaging;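 active = nuclear translocation activity above 50% at 5 µM, with a well cell count of 50 or more; inconclusive = wells under 50 cells across six images, flagged as toxic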;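 note: per-cell ratio of nuclear to cytoplasmic median beta-catenin stain intensity; plate controls were DMSO negative control for no effect and GSK-3 inhibitor IX positive control for full effect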
#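 System: Human HeLa cells, endogenous beta-catenin | Compound dosing: 5 µM primary, 0.02–20 µM confirmation | Timing: 24 h compound exposure at 37°C, 5% CO2 | Measured by: Fluorescence imaging of beta-catenin antibody stain plus DAPI | Read-out basis: % activation of per-cell nuclear versus cytoplasmic median beta-catenin signal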
# Ins promoter up: MIN6 insulin promoter up-regulation | MIN6 insulin promoter-GFP reporter, high-content imaging; hits give high values | 190,000 compounds, 0.3% hits | z-score at 5 µM;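 active = z-score above 3 at 5 µM with at least 500 cells counted in the well; inconclusive = wells under 500 cells, flagged as cytotoxic or low count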
# MT stabilize HCS: microtubule stabilization, imaging screen; 200,000 compounds, 0.83% hits; HeLa tubulin immunostaining HCS, 24 h; share of cells brighter than vehicle mean+2SD; % tubulin-high responders, % at 10 µM; AID 2205;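 active = plate Z-score above 3 for both tubulin-high and condensed-nucleus cell shares, with cell loss under 80%, at 10 µM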;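 note: anti alpha tubulin signal scored within the nucleus-defined area of each cell; some results filed as inactive read as strong as hits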
# M17LAP inhibition: P. falciparum M17LAP inhibitors, primary screen, biochemical, fluorogenic H-Leu-NHMec substrate, 1536-well (AID 1619) | recombinant M17LAP, H-Leu-NHMec fluorogenic kinetic assay; higher % means a stronger effect | one-dose inhibition, % at 30 µM; IC50 in µM for titrated hits | 220,000 compounds, 0.38% hits;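 active = compound inhibiting the enzyme by more than half at any dose during confirmatory dose-response retesting; inconclusive = strong single-dose inhibitors picked by rank but not retested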;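 note: plate controls were full reaction with DMSO carrier for no effect and no enzyme background for full effect; strong numbers were not always called active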
# Dynein transport cytoplasmic EGFP: second read-out of Dynein transport, no call of its own (marks repeat the call); z-score; measured here: cytoplasmic GR-EGFP intensity; hits give high values
# Dynein transport nuclear GR-EGFP: also measured in Dynein transport; calls as there; z-score; measured here: nuclear GR-EGFP intensity;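 lower value marks the stronger effect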
# Dynein transport cell count: also measured in Dynein transport; calls as there; z-score; measured here: cell count per field
# Ins promoter up cell count: recorded beside Ins promoter up, whose call it bears; cell count; measured here: cytotoxicity, nuclei count;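 total cells summed across four imaged fields per well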
# b-catenin transl cell count 5 µM: recorded beside b-catenin transl, whose call it bears; cell count; measured here: cell count, cytotoxicity flag
# MT stabilize HCS Hoechst-high %: further read-out of MT stabilize HCS, marked with its call; % Hoechst-high responders; measured here: nuclear condensation Hoechst responders;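 share of cells brighter than vehicle mean plus two SD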
# MT stabilize HCS cytotoxicity %: further read-out of MT stabilize HCS, marked with its call; toxicity, %; measured here: cytotoxicity by cell density;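 0% = mean cell density of plate MIN control wells and 100% = no cells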
# Autophagy HCS cell loss 18 h: recorded beside Autophagy HCS, whose call it bears; toxicity, %; measured here: cell loss, nuclei count;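 cell loss after 18 h compound exposure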
# Starred values were filed as active, the others as inactive; i = inactive; ? = inconclusive; . = no result given; [ ] = dose if it differs, or a comment.
SMILES,K1F lysis inhibition,Dynein transport,Dynein transport cytoplasmic EGFP,Dynein transport nuclear GR-EGFP,Dynein transport cell count,P. falciparum M1AAP,Autophagy HCS,Autophagy HCS cell loss 18 h,ER stress rescue,b-catenin transl,b-catenin transl cell count 5 µM,Ins promoter up,Ins promoter up cell count,MT stabilize HCS,MT stabilize HCS Hoechst-high %,MT stabilize HCS cytotoxicity %,M17LAP inhibition
N=C(N)Sc1nc(N2CCCCC2)nc(N2CCCCC2)n1,1.9%,-0.28,-0.23,-0.29,0.37,5%,i,13,-0.2%,-0.8,1481,0.5,1080,1.5,1.3,3.3,1%
COc1cccc(-n2c(CNC(=O)OC(C)(C)C)n[nH]c2=S)c1,4.9%,0.24,-0.077,0.65,-1.2,2%,i,13,-2.3%,-0.5,1211,0.6,1263,4.4,2.5,5.3,-4%
COc1ccc(OC)c(NC(=O)c2cccc(Cn3cc(Br)c([N+](=O)[O-])n3)c2)c1,10%,-0.33,-0.26,-0.38,-0.055,1%,i,13,-0.2%,.,.,0.08,1155,2.4,2.2,6.9,1%
Cc1nn(Cc2ccccc2)c(Cl)c1/C=C/C(=O)OC(C(=O)NC(N)=O)C(C)C (stereo unspecified),-0.2%,-0.51,-0.23,-0.33,1.2,8%,i,13,-0.8%,0.3,1122,-0.91,1358,1.7,1.2,0.6,16%
COc1ccc(OC)c(NC(=O)CSc2nnc(C3CCCCC3)n2-c2ccccc2)c1,-0.2%,0.74,-0.27,0.36,-0.32,3%,i,-2,0.7%,-2.4,556,-0.39,1309,1.7,1.1,7.4,0%
O=C(CCCN1C(=O)/C(=C\c2cccs2)SC1=S)NNC(=O)c1cccnc1,0.8%,0.44,-0.21,0.12,0.092,22%,i,-10,-0.8%,-0.6,1039,-0.59,1175,4.6,3.6,7.2,14%
CCCCOc1ccccc1/C=N/NC(=O)CC#N,-0.5%,0.17,-0.21,-0.16,0.069,1%,i,-13,0.4%,-1.3,1029,0.18,1153,3.0,0.9,2.4,0%
COCCCNC(=O)CCC(=O)NNc1nc2ccccc2c2nc(-c3ccccc3)nn12,0.5%[50 µM],0.074,-0.061,0.15,-1.1,-5%,i,-11,0.3%,-2.9,1215,0.37,1492,7.0,1.1,14,-18%
COc1cccc(CNc2nc3nc(C)c(Cl)c(C)n3n2)c1,-0.1%,0.57,-0.24,0.29,1.1,-1%,i,-4,-0.1%,-0.5,1108,-0.1,1694,1.5,1.5,4.0,-1%
O=C(NC1CCCC1)C1CCC(CNS(=O)(=O)c2cccs2)CC1 (stereo unspecified),2.0%[50 µM],0.033,-0.083,1.1,-0.48,16%,i,18,-2.9%,-3.9,575,-0.39,1322,3.2,2.3,2.2,5%
CSCCC(NS(=O)(=O)c1ccc(Cl)cc1)C(=O)OCc1cccc(Cl)c1 (stereo unspecified),-2.2%,0.14,-0.26,0.14,0.31,0%,i,1,26%,-1.4,964,-0.39,1470,1.4,1.6,11,9%
COc1cccc(-n2nnc3c(=O)n(Cc4ccccc4Cl)cnc32)c1,0.0%,-1.2,0.91,-0.12,0.63,13%,i,-3,-1.2%,3.2,1072,-0.42,929,2.0,1.5,3.1,-15%
Cc1c(C#N)c2ccccc2n1CCOc1ccccc1F,4.8%,1.2,-0.37,0.28,0.17,6%,i,-36,5.6%,-6.6,1008,-0.44,1291,1.9,2.5,15,3%
C=CCSc1nnc(NC(=O)CSc2nc3ccccc3[nH]2)s1,i,-0.76,-0.18,0.27,0.077,-3%,i,-23,-1.1%,0.4,1345,-0.64,1383,2.3,1.6,4.1,-1%
CCOC(=O)c1cc(CC)sc1N1C(=O)CC(Sc2ccccc2C(=O)O)C1=O (stereo unspecified),-0.8%,0.42,-0.12,0.97,-1.8,9%,i,2,-1.1%,0.5,847,0.75,1557,5.7,2.3,24,1%
Cc1ccc(-n2c(C)cc(/C=N/NC(=O)CC3(C)OCCO3)c2C)c(C)c1,1.0%,0.28,-0.25,0.036,0.41,-3%,i,-4,-1.8%,12,379,.,.,3.3,2.7,6.1,17%
Cn1c2ccccc2c2c(C(=O)NCCCN3CCCC3=O)cn(C3CCCCC3)c(=O)c21,-2.4%,-0.32,0.27,0.18,-0.22,10%,i,-1,1.1%,.,.,-0.33,938,1.4,1.5,8.2,-19%
NC(=O)c1ccc(NC(=O)COC(=O)c2ccccc2Nc2ccccc2)cc1,0.1%,0.17,-0.32,-0.078,0.33,4%,i,-1,1.7%,5.8,900,0.09,1659,4.3,1.7,9.6,-2%
CCN(CC)CCNC(=O)c1ccc(NC(=O)c2cccc(S(=O)(=O)Nc3ccc(C)cc3)c2)cc1,0.2%,2,-0.049,1.2,-1.4,8%,i,13,2.2%,-3.3,1116,0.25,1193,2.7,1.3,0.5,18%
N#Cc1ccc(Cl)cc1NC(=O)CSc1nc2nc(-c3cccs3)cc(C(F)(F)F)c2c(=O)[nH]1,-1.5%[50 µM],0.22,-0.32,-0.31,1.4,6%,.,.,.,-1.1,1336,0.35,1257,.,.,.,-2%
O=C(NNC(=O)C1CCCN(S(=O)(=O)c2cccc(F)c2)C1)C1CC1 (stereo unspecified),-1.2%,-1.2,-0.4,-1.1,1.8,-4%,i,-15,-0.5%,0.8,1031,-0.19,1413,1.3,3.4,8.8,1%
COc1cccc(CNC(=O)c2n[nH]c3ccccc23)c1,0.0%,-0.91,-0.33,-0.56,1.6,0%,i,9,1.9%,-0.1,1120,-1.1,1347,4.1,1.3,6.0,-2%
COc1ccc(N2CCN(C(=O)c3ccc(F)cc3)CC2)c([N+](=O)[O-])c1,0.0%,-0.42,0.014,0.56,-0.21,4%,i,5,0.3%,0.1,1012,-0.31,1573,2.7,2.3,4.9,6%
CCOc1ccc(OCCCCN2CCCC2)cc1,0.8%,-0.69,0.13,-0.14,0.52,4%,i,5,-1.0%,.,.,.,.,2.3,1.9,9.7,10%
Cc1csc(NC(=O)CSc2nncc(=O)n2N)n1,0.3%,1.7,-0.13,0.44,-0.36,-2%,i,-7,0.3%,-1.2,1061,0.34,1236,4.7,0.5,8.0,8%
O=C(CN1C(=O)CC(c2ccccc2)S(=O)(=O)c2ccccc21)N1CCCC1 (stereo unspecified),-0.1%,0.57,-0.3,0.29,-0.072,12%,i,18,-1.0%,-0.8,1125,-0.93,1233,4.0,1.9,10,1%
C=CCNc1oc(-c2cccs2)nc1C#N,1.4%,0.22,0.18,0.32,0.37,13%,i,-6,-0.3%,-4.7,1100,0.04,853,1.3,1.1,6.6,-287%
CN(C)S(=O)(=O)c1ccc(NC(=S)NC(=O)c2cccs2)cc1,.,-0.19,-0.32,0.16,-0.21,4%,i,18,0.0%,-0.1,962,-0.38,1468,2.3,1.4,8.0,0%
CCOc1cc(C)c(Cl)cc1S(=O)(=O)n1nnc2ccccc21,0.5%,3.3,-0.15,2.1,-2.2,2%,i,2,-1.2%,-0.1,1125,-0.11,1234,3.8,1.5,7.2,61%
c1ccc(CSC2=NNC(c3ccccn3)S2)cc1 (stereo unspecified),-0.9%,0.53,-0.25,0.77,-0.36,-14%,.,.,.,1.2,1349,?,.,.,.,.,-9%
C[C@H]1C(=O)N(C)CCN1Cc1cn(C)nc1-c1ccc(Oc2ccccc2)cc1,0.2%,-0.29,-0.32,0.19,0.48,.,i,11,0.1%,-0.4,1000,0.81,1378,0.6,1.0,3.9,.
O=C(O)C1CC(=O)N(Cc2cccs2)C1 (stereo unspecified),0.9%,-0.8,-0.34,-0.31,0.27,2%,i,0,0.2%,-5.7,941,0.99,914,2.5,3.3,3.6,-3%
CCN(CC)CCCNC(=O)CCC(=O)Nc1ccc2nc(N3CCCCC3)cc(C)c2c1,0.1%,-0.77,-0.29,0.26,-0.47,-1%,i,2,4.9%,-0.3,1103,-0.34,1326,4.9,2.0,6.8,-9%
C/C(=N\OCC(=O)Nc1c(C)cc(C)cc1C)c1ccc2c(c1)OCCO2,2.9%,0.76,-0.25,0.71,-0.67,8%,i,-17,0.1%,-3.7,1098,-0.38,1453,2.2,4.3,11,7%

# 3 entries out of the list above, arranged by the value under M17LAP inhibition, low to high.
Molecule | M17LAP inhibition
CCN(CC)CCCNC(=O)CCC(=O)Nc1ccc2nc(N3CCCCC3)cc(C)c2c1 | -9%
O=C(O)C1CC(=O)N(Cc2cccs2)C1 (stereo unspecified) | -3%
C/C(=N\OCC(=O)Nc1c(C)cc(C)cc1C)c1ccc2c(c1)OCCO2 | 7%
